PABP1 MLLE inh: blocks PAM2 peptide binding to the PABP1 MLLE domain | GST-MLLE / FITC-PAM2 fluorescence polarization | inhibition, % at 20 µM | 0.36% of 360,000 active; in the data active means inhibition above about 35%, passing the limit was not always enough;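 further: plate controls were DMSO wells with GST-MLLE for no effect and wells lacking GST-MLLE protein for full effect; some results filed as inactive read as strong as hits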
Rin1-Abl PPI inh: human Rin1-Abl interaction inhibition | TR-FRET Rin1/Abl binding, biochemical | inhibition, % at 7.35 µM | 0.4% of 360,000 active; in the data active means inhibition above about 5%, passing the limit was not always enough
Neddylation inh: inhibitors of human cullin neddylation; P61081+Q13564; TR-FRET cullin neddylation, biochemical; calls only at 25 µM; 0.58% of 360,000 active; AID 651699; in the data active means inhibition above about 36%
eLon inh: E. coli protease La inhibition; P0A9M0; purified E. coli Lon protease, fluorescence polarization; inhibition, % at 7.94 µM; 0.42% of 360,000 active; AID 602123; in the data active means inhibition above about 13%, passing the limit was not always enough;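 further: 0% = enzyme with probe and DMSO and 100% = no enzyme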
SKN-1 inh: blocks SKN-1 activity in C. elegans; C. elegans VP596 Pgst-4::GFP/RFP ratio, acrylamide-induced, 24 h; inhibition, % at 21.8 µM; 0.49% of 360,000 active; AID 624304;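 active means interference check ratio from 0.5 to 1.5 plus GFP to RFP signal ratio inhibition reaching or exceeding a fixed threshold, cut at about 30% in these data, passing the limit was not always enough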; further: some compounds called inactive have numbers as strong as hits
FAS-TE inh: inhibitors of human fatty acid synthase thioesterase domain | recombinant FAS-TE, OMFH fluorogenic substrate, fluorescence endpoint | P49327 | 0.67% of 360,000 active | inhibition, % at 15 µM;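 active means compounds whose normalised, plate-corrected inhibition of enzyme fluorescence in the single-dose primary screen is 50% or more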;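 further: 0% = DMSO with enzyme and 100% = substrate without enzyme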
bovine MsrA act: activates bovine MsrA enzyme; activation, % at 10.6 µM; AID 602163; purified bovine MsrA, absorbance read-out; 0.3% of 360,000 active; in the data active means activation above about 7.5%;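 further: 0% = vehicle and 100% = reference activator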
CendR NRP1 mod: modulators of CendR peptide binding to human neuropilin-1 | O14786 | 0.85% of 360,000 active | FAM-RPARPAR peptide binding to NRP-1, fluorescence polarization | inhibition, % at 25 µM;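 active means inhibition or corrected inhibition above about 18%, plus a signal ratio from 0.5 to 1.5, limit read from the data, passing the limit was not always enough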; further: strong numbers were not always called active
MT1-MMP act inh: inhibitors of human MT1-MMP activation | GFP/RFP ratio change, % at 20 µM | 0.061% of 360,000 active | HT1080 RFP-PRO-GFP cells, GFP/RFP ratio fluorescence, overnight; percent of plate control window, DMSO zero;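 active means GFP/RFP ratio change of at least 30% with cell ATP level not reduced by more than half and red fluorescence within 50% of control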; further: strong numbers were not always called active
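Assay system: HT1080 cells carrying an RFP-PRO-GFP reporter | Dosing: Single dose of 20 µM compound, 1% DMSO final | Incubation: Cells overnight before dosing, compound overnight, 37 °C, 5% CO2 | Evaluation: GFP/RFP fluorescence ratio | Control set: DMSO and RFP-L50D-GFP cell wells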
Numbers without * were called inactive; i = inactive; . = no result given. These rows are one share of the data. The share of hits here may be higher or lower than overall.

SMILES	PABP1 MLLE inh	Rin1-Abl PPI inh	Neddylation inh	eLon inh	SKN-1 inh	FAS-TE inh	bovine MsrA act	CendR NRP1 mod	MT1-MMP act inh
O=c1c2ccccc2nc(CSc2ncnc3nc[nH]c23)n1-c1ccccc1	13	7.6*	i	-6	-38	-10	-13	6	0
COC(=O)[C@@H](N)CCCN=C(N)N[N+](=O)[O-]	18	-4	i	-5	4	-8	2	-9	7
O=P1(NCCCl)OCCCN1CCCl (stereo not given)	0	-1	i	-7	2	1	-2	1	0
Cn1c(O)c(C=NCCN2CCNCC2)c(=O)[nH]c1=O	-5	1	i	-10	-15	-8	-3	-3	1
CC1C2Cc3ccc(O)cc3[C@]1(C)CCN2CCc1ccccc1 (stereo not given in full)	13	-7	i	-11	5	-1	-1	4	-4
FC(F)(F)c1cccc(C2NCc3ccccc3-n3cccc32)c1 (stereo not given)	1	1	i	9	-3	17	-4	3	6
CN1C(=O)NC(=O)C(C)(C2=CCCCC2)C1=O (stereo not given)	1	1	i	-18	5	-3	-2	0	-2
CN1CCN(C(=O)COc2ccc(S(=O)(=O)N(C)Cc3ccccc3)cc2)CC1	3	3	i	4	-4	-8	-7	6	0
Nc1cc(C(=O)Nc2ccccc2F)ccc1N1CC2CC(C1)c1cccc(=O)n1C2 (stereo not given)	-17	-4	i	3	-1	-1	0	-6	-1
Cc1cccc(C)c1OP(N)(=O)OCC(F)(F)F (stereo not given)	0	-1	i	-7	1	-7	0	2	-5
CCCCCCn1c(O)c(C=NC2CCN(Cc3ccccc3)CC2)c(=O)[nH]c1=O	2	-1	i	-6	-2	4	0	7	2
N[C@@H](Cn1oc(=O)[nH]c1=O)C(=O)O	-5	3	i	1	-7	-4	-4	-6	3
COc1ccc(NC(=O)[C@@H](NC(=O)N2C[C@H]3C[C@@H](C2)c2cccc(=O)n2C3)C(C)C)cc1	2	1	i	-12	3	1	-6	-5	0
Cc1ccccc1CCNCc1cc2cccc(C)c2[nH]c1=O	-14	0	i	-7	-12	-3	-9	-32	.
COCCNC(=O)c1c(NC(=O)c2ccco2)n(Cc2ccccc2)c2nc3ccccc3nc12	6	0	.	-7	14	3	2	-73	-9
O=c1[nH]c(O)c(/C=C2\C=NN=C2c2ccccc2)c(=O)[nH]1	20	2	i	2	10	-10	-1	-3	-3
CCOc1cc2c(cc1OCC)-n1cccc1C(c1cccc([N+](=O)[O-])c1)NC2 (stereo not given)	11	1	i	1	24	22	0	0	2
COc1ccc(S(=O)(=O)N2CC3CC(C2)c2cccc(=O)n2C3)cc1 (stereo not given)	11	2	i	-9	-7	-4	-3	-3	0
C[C@]12CCC3[C@@H](CC[C@H]4C[C@@H](O)CC[C@]34C)C1CCC2=O (stereo not given in full)	21	2	i	5	6	-4	-12	1	-1
O=C(O)c1cccc(NC(=O)N2C[C@H]3C[C@@H](C2)c2cccc(=O)n2C3)c1	-5	-3	i	-7	5	-6	8.9*	-3	3
COc1ccc(NC(=O)c2cc([N+](=O)[O-])ccc2N2CCNCC2)cc1	-5	3	i	1	6	30	-13	9	0
COc1ccc(NC(=O)N2Cc3ccccc3-n3nncc3C2)cc1	3	1	i	3	-27	-8	-4	-1	4
O=c1c2ccccc2nc(-c2ccccc2)n1-n1cccc1	10	-1	i	-7	-10	1	4	1	3
COc1ccc(CCNCc2cccn2C)cc1OC	-3	-2	i	-9	-5	-4	-2	-5	1
Cc1ccc(-n2c(=S)[nH]c3ccc(C)cc3c2=O)cc1	9	-1	i	-4	2	0	-1	-22	.
CN1CCc2nc3sc(C(=O)NC(C)(C)C)c(N)c3cc2C1	27	-3	i	1	-15	-5	-10	-6	-3
CC12CN3CC(C)(CN(C1)C3c1ccco1)C2=O (stereo not given)	-9	1	i	-1	4	-2	-1	1	-5
COc1ccc(-n2c(O)c(C(C)=NCC3CCCO3)c(=O)[nH]c2=O)cc1 (stereo not given)	-15	-2	i	4	15	-7	-5	5	0
N#Cc1cn(C2OC(CO)C(O)C2O)c2ncnc(N)c12 (stereo not given)	-6	3	i	1	9	-6	0	7	-16
O=P(O)(O)/C=C(\Cl)c1ccccc1	-1	-1	i	2	-24	-9	-10	-2	-2
CC(=NCc1ccco1)c1c(O)n(-c2ccc(Cl)cc2)c(=O)[nH]c1=O	1	-2	i	4	-1	-1	-4	-7	6
O/N=C1\CCC2CN(C3CCCCC3)CC2C1 (stereo not given)	5	2	i	-12	5	-8	-8	8	3
COc1ccc(OCC(=O)N2CCCC(N3CCN(c4ccccc4C)CC3)C2)cc1 (stereo not given)	-13	3	i	134*	-9	5	-6	11	2
CCCCCCn1c(O)c(C=NCCN2CCOCC2)c(=O)[nH]c1=O	-27	0	i	-6	-4	-8	-4	-20	-5
O/N=C1/C(=C\c2ccccc2)N2CCC1CC2	-12	3	i	4	25	-5	-2	16	-2
S=C(NCCc1ccccc1)N1Cc2cc(N3CCOCC3)ccc2-n2nncc2C1	-122	0	i	-9	8	12	3	8	8
CC(=O)Nc1ccccc1C(=O)OCc1ccc(C(=O)c2ccccc2)cc1	3	5	i	-4	7	22	-11	-9	5
C=CCn1c(O)c(C(CC)=Nc2ccc3c(c2)CCC3)c(=O)[nH]c1=O	-13	1	i	2	-4	0	-3	4	2
C1=C(c2ccccc2)CCNC1	-1	-5	i	-5	8	-6	-2	-13	-1
COC(=O)C1=C(C(=O)OC)C2c3ccccc3C1c1ccccc12	6	-2	i	10	6	4	-1	-8	0
CCOP(=O)(OCC)C(O)c1ccc(OC)c(OC)c1 (stereo not given)	0	-3	i	-2	-7	-6	-4	-1	1
O=c1[nH]c(=S)n(C2CC2)c(O)c1C=Nc1cccc(C(F)(F)F)c1	-34	-1	i	-9	-2	-8	-2	-2	17
C(=NC12CN3CN(CN(C3)C1)C2)c1cccs1	-6	2	i	-4	15	-9	-2	5	5
CC1OC(NCCc2ccccc2)C(O)C(O)C1O (stereo not given)	-5	1	i	-5	22	2	-1	10	-2
O=c1[nH]c(=O)n(-c2cccc(Cl)c2)c(O)c1C=NCCN1CCCCC1	-15	-4	i	-3	-5	-5	0	-7	-2
CC(C)c1ccc(-n2c(O)c(C=NCCN3CCNCC3)c(=O)[nH]c2=S)cc1	22	-1	i	2	8	-5	-2	1	-5
COC(=O)C1=C(c2ccc(OC)c(OC)c2)C[C@@H]2CC[C@H]1N2C(=O)NCc1cc(C)oc1C(F)(F)F	-10	-5	i	-6	-5	3	-1	5	-1
CC(C)C12CN3CCN(CC(C3)C1O)C2 (stereo not given)	4	3	i	-4	-9	-8	-3	-5	-4
CC(=O)OCC12CC(OC(=O)CC(C)C)C(C)=CC1OC1C(O)C(OC(C)=O)C2(C)C12CO2 (stereo not given)	-1	3	i	-3	11	-5	-2	2	-42
CN1C(=O)C(=Cc2cn(CC(=O)N3CCCC3)c3ccccc23)C(=O)N(C)C1=O	-13	0	i	-25	-5	-4	-13	6	-4
CCOC(=O)C1CCN(/C=C2\C(=O)NC(=S)N(CC)C2=O)CC1	-5	1	i	-9	7	-6	-2	-5	7
COC(=O)C1=C(c2ccccc2OCc2ccccc2)C[C@@H]2CC[C@H]1N2C(=O)NC1CCN(Cc2ccccc2)CC1	-12	-2	i	11	9	-5	-8	-1	-4

For reference, some entries already given.
SMILES	PABP1 MLLE inh	Rin1-Abl PPI inh	Neddylation inh	eLon inh	SKN-1 inh	FAS-TE inh	bovine MsrA act	CendR NRP1 mod	MT1-MMP act inh
CCCCCCn1c(O)c(C=NCCN2CCOCC2)c(=O)[nH]c1=O	-27	0	i	-6	-4	-8	-4	-20	-5
O/N=C1/C(=C\c2ccccc2)N2CCC1CC2	-12	3	i	4	25	-5	-2	16	-2
S=C(NCCc1ccccc1)N1Cc2cc(N3CCOCC3)ccc2-n2nncc2C1	-122	0	i	-9	8	12	3	8	8
CC(=O)Nc1ccccc1C(=O)OCc1ccc(C(=O)c2ccccc2)cc1	3	5	i	-4	7	22	-11	-9	5
C=CCn1c(O)c(C(CC)=Nc2ccc3c(c2)CCC3)c(=O)[nH]c1=O	-13	1	i	2	-4	0	-3	4	2
C1=C(c2ccccc2)CCNC1	-1	-5	i	-5	8	-6	-2	-13	-1
COC(=O)C1=C(C(=O)OC)C2c3ccccc3C1c1ccccc12	6	-2	i	10	6	4	-1	-8	0
CCOP(=O)(OCC)C(O)c1ccc(OC)c(OC)c1 (stereo not given)	0	-3	i	-2	-7	-6	-4	-1	1
O=c1[nH]c(=S)n(C2CC2)c(O)c1C=Nc1cccc(C(F)(F)F)c1	-34	-1	i	-9	-2	-8	-2	-2	17
C(=NC12CN3CN(CN(C3)C1)C2)c1cccs1	-6	2	i	-4	15	-9	-2	5	5
CC1OC(NCCc2ccccc2)C(O)C(O)C1O (stereo not given)	-5	1	i	-5	22	2	-1	10	-2
O=c1[nH]c(=O)n(-c2cccc(Cl)c2)c(O)c1C=NCCN1CCCCC1	-15	-4	i	-3	-5	-5	0	-7	-2
CC(C)c1ccc(-n2c(O)c(C=NCCN3CCNCC3)c(=O)[nH]c2=S)cc1	22	-1	i	2	8	-5	-2	1	-5
COC(=O)C1=C(c2ccc(OC)c(OC)c2)C[C@@H]2CC[C@H]1N2C(=O)NCc1cc(C)oc1C(F)(F)F	-10	-5	i	-6	-5	3	-1	5	-1
CC(C)C12CN3CCN(CC(C3)C1O)C2 (stereo not given)	4	3	i	-4	-9	-8	-3	-5	-4
CC(=O)OCC12CC(OC(=O)CC(C)C)C(C)=CC1OC1C(O)C(OC(C)=O)C2(C)C12CO2 (stereo not given)	-1	3	i	-3	11	-5	-2	2	-42
CN1C(=O)C(=Cc2cn(CC(=O)N3CCCC3)c3ccccc23)C(=O)N(C)C1=O	-13	0	i	-25	-5	-4	-13	6	-4
CCOC(=O)C1CCN(/C=C2\C(=O)NC(=S)N(CC)C2=O)CC1	-5	1	i	-9	7	-6	-2	-5	7

Not a retest: entries from further up.
SMILES	PABP1 MLLE inh	Rin1-Abl PPI inh	Neddylation inh	eLon inh	SKN-1 inh	FAS-TE inh	bovine MsrA act	CendR NRP1 mod	MT1-MMP act inh
CC(C)c1ccc(-n2c(O)c(C=NCCN3CCNCC3)c(=O)[nH]c2=S)cc1	22	-1	i	2	8	-5	-2	1	-5
COC(=O)C1=C(c2ccc(OC)c(OC)c2)C[C@@H]2CC[C@H]1N2C(=O)NCc1cc(C)oc1C(F)(F)F	-10	-5	i	-6	-5	3	-1	5	-1

Assay outcomes deposited in PubChem BioAssay by several laboratories.
